# NPYLR7 agonist: activates Aedes aegypti NPYLR7 receptor; activation, % at 10 µM; HEK293T NPYLR7/Galpha15, GCaMP6s calcium fluorescence; AID 1259423; 270,000 tested, 0.15% active; in the data active = activation above about 40%;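 also: 0% = vehicle and 100% = reference agonist at the receptor; some compounds past the cut are filed as inactive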
# hcGAS inh: human cGAS inhibition; recombinant h-cGAS, ATP depletion, Kinase-Glo luminescence; inhibition, % at 12.5 µM; 290,000 tested, 0.081% active;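 also: 0% = vehicle reaction and 100% = reaction without DNA for no activity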
# Target sequence (Q8N884 whole entry, looked up): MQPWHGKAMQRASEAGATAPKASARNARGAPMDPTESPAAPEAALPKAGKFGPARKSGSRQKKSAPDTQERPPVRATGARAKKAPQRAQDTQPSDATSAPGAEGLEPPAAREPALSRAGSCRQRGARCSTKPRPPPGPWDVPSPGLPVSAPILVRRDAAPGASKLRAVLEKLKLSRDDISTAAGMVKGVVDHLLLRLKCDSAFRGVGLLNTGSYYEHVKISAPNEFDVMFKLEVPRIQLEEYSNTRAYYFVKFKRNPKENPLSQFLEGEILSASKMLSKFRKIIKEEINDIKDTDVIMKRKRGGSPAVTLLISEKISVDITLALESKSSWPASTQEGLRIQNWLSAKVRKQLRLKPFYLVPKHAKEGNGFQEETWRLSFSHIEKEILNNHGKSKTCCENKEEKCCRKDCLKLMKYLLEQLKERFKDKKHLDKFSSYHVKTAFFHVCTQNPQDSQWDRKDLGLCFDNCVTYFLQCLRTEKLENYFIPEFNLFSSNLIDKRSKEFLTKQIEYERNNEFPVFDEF
# mcGAS inh: inhibitors of mouse cGAS | inhibition, % at 12.5 µM | recombinant cGAS, Kinase-Glo ATP depletion luminescence | 160,000 tested, 0.15% active | AID 1259399;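 also: 0% = negative control wells and 100% = reference inhibitor with no enzyme activity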
# * = called active by the depositor; nt = no result given; & = joins results of further samples. Rule as the data show it, unless noted: active = inhibition above about 40%; inactive = the rest.
[1] Cc1[nH]nc(CCC(=O)N2CC[C@@H](c3ccc4c(c3)OCO4)[C@H](O)C2)c1C
[2] c1cnc(-c2noc(Cn3cc4c(n3)CCC4)n2)cn1
[3] CC(C(=O)O)n1c(Cc2ccccc2)n[nH]c1=O (stereo not given)
[4] O=C1/C(=C/c2ccc3ccccc3n2)Oc2cc(O)ccc21
[5] C=CCN1CC(c2nc3ccccc3n2CCOc2ccc(OC)cc2)CC1=O (stereo not given)
[6] COc1cccc(-c2cc3c(Nc4ccc(O)cc4)nccc3[nH]2)c1
compound no.,1,2,3,4,5,6
NPYLR7 agonist,0,nt,10,8,1,-1
hcGAS inh,1,-2,-6,3,-1,5
mcGAS inh,0,-7,nt,nt,-1,1

[7] O=C(CC1CSc2nc3c(cnn3-c3ccccc3)c(=O)n21)Nc1nccs1 (stereo not given)
[8] COc1ncc(C(=O)N2CCCC(CCc3ccc(F)cc3)C2)cn1 (stereo not given)
[9] CCOc1ccc(CC(=O)Oc2coc(CSc3nccc(C)n3)cc2=O)cc1
[10] COc1ccc(C2NC(=O)NC(C)=C2C(=O)OC2CCCC2C)cc1 (stereo not given)
[11] CC(=O)N1CCc2c(sc(NC(=O)c3cc4cc([N+](=O)[O-])ccc4s3)c2C#N)C1
[12] Cc1cccnc1C(C)Nc1ncnc2sc(C(=O)O)c(C)c12 (stereo not given)
compound no.,7,8,9,10,11,12
NPYLR7 agonist,3,7,-1,-7,9,6
hcGAS inh,3,-5,0,-4,8,-4
mcGAS inh,0,-13,59*,-5,nt,nt

[13] CCC(NC(=O)CC1CCN(C(C)C)CC1)c1ncc(C)[nH]1 (stereo not given)
[14] Cc1cc2cc(CNS(=O)(=O)c3ccc4ccccc4c3)ccc2n1C
[15] CCN(CC)Cc1cnc2c(C(=O)N3CCN(C)CC3)cnn2c1
[16] COc1cccc(CNC(=O)c2ccc(-c3ccc4c(c3)OCCO4)s2)c1OC
[17] CC(C)(CNC(=O)C1CNC(=O)N1)c1cccc(C(F)(F)F)c1 (stereo not given)
[18] COCCNC(=O)C(NC(=O)c1ccc(C)cc1)C1CCN(C(=O)NC(C)C)CC1 (stereo not given)
compound no.,13,14,15,16,17,18
NPYLR7 agonist,nt,1,0,3,8,2
hcGAS inh,-14,5,-2,-9,-6,-3
mcGAS inh,-8,nt,nt,-7,nt,-7

[19] CN1C2CC[C@@H]1CC(OC(=O)[C@H](CO)c1ccccc1)C2 (stereo not given in full)
[20] CC(=O)NCCC(=O)NCc1cccnc1N1CCCCCCC1
[21] O=c1oc2ccc3ccccc3c2cc1-c1nnc(Nc2ccc(Oc3ccc(Cl)c4ccccc34)c(Cl)c2)s1
[22] C=CCNC(=O)C(C1CCCC1)N1CCN(C(=O)c2ccco2)CC1 (stereo not given)
[23] COc1ccc(C(=O)N2CCN(CCc3ccccc3)CC2)c(O)c1
[24] CCSc1nc(CC(=O)NCc2nc(C)cc(=O)[nH]2)cs1
compound no.,19,20,21,22,23,24
NPYLR7 agonist,-2,-7,-9,-10,2,16
hcGAS inh,-3,3,-6,-7,0,-5
mcGAS inh,nt,nt,nt,-5,nt,nt

[25] O=C(Nc1ccc(N2CCOCC2)cc1C(F)(F)F)N1CCCC1
[26] COCCOC(=O)C1=C(C)N(C)C(=S)NC1c1cccc(NC(=O)c2cccc(F)c2)c1 (stereo not given)
[27] COc1cccc2cc(-c3nc4ccccc4[nH]3)c(=Nc3ccc(C)cc3)oc12
[28] Cc1nccn1-c1ccccc1CNC(=O)c1cc(C(C)C)nn1C
[29] Cc1ccc(-n2nc(C)c(C(=O)O)c2C)cc1
[30] CSCc1ccc(C(=O)N2CCc3c([nH]c4ccccc34)C2c2ccccc2C)o1 (stereo not given)
compound no.,25,26,27,28,29,30
NPYLR7 agonist,3,nt,-7,25,12,6
hcGAS inh,-10,-13,-11,-5,0,-1
mcGAS inh,nt,-9,nt,-17,-4,nt

[31] CC(C)Oc1ccc(CN2CCC2(C)C(=O)NC2CCN(C)CC2)cc1 (stereo not given)
[32] CNC(=O)C1CCN(Cc2cccc(C(=O)Nc3cccc(CO)c3C)c2)C1 (stereo not given)
[33] O=C(NCC1(CCO)CCCCC1)c1ccc(Br)cc1Cl
[34] CC(C)(C)n1nnnc1SCC(=O)Nc1ccc(N2CCCCC2)cc1
[35] CC1CCc2c(sc(NC(=O)C3CCOCC3)c2C(=O)c2ccco2)C1 (stereo not given)
[36] COc1cc2c(cc1OC)C(CC#N)N(C(=O)c1sc3cc(F)ccc3c1Cl)CC2 (stereo not given)
compound no.,31,32,33,34,35,36
NPYLR7 agonist,8,4,-2,5,1,-5
hcGAS inh,-12,-7,-4,-2,4,1
mcGAS inh,nt,nt,nt,nt,1,0

[37] O=C(c1cc(-c2ccc([N+](=O)[O-])cc2)nn1-c1ccccc1Cl)N1CCN(C/C=C/c2ccccc2)CC1
[38] Cc1cc2nc(CN(C)Cc3nc(Cc4cccc(C(F)(F)F)c4)no3)[nH]c2cc1C
[39] Cc1ccc(NC(=O)CN2CN(c3ccccc3)C3(CCN(C(=O)C4C[C@H]4c4ccccc4)CC3)C2=O)cc1C (stereo not given in full)
[40] COCc1nc(-c2ccccc2)nc(N2CCN(C(=O)c3ccco3)CC2)c1Cc1cccc(C)c1
[41] Cc1nc(NN2C(=O)NC3(CCCCC3)C2=O)c2c(C)c(C)sc2n1
[42] Cc1ccc(S(=O)(=O)NCc2nccn2C(F)F)cc1C(F)(F)F
compound no.,37,38,39,40,41,42
NPYLR7 agonist,-11,-1,9,nt,13,1
hcGAS inh,-2,0,-2,-5,0,-10
mcGAS inh,-2,-3,-4,-4,-6,-17

[43] COC(=O)C1=C(C)N(c2ccc(C)c(F)c2)C(=S)NC1c1ccc(-n2ccnc2)cc1 (stereo not given)
[44] c1ccc2[nH]c(CCn3ccnc3-c3ccc(-c4ccn[nH]4)o3)nc2c1
[45] CCCN(CC(=O)N(CCc1ccc(OC)c(OC)c1)Cc1sccc1C)S(=O)(=O)/C=C/c1ccccc1
[46] CCn1c(CC2CCN(C(=O)COc3cccnc3)CC2)nn(C)c1=O
[47] Cc1cc(C)c(S(=O)(=O)Nc2c(C)n(C)n(-c3ccccc3)c2=O)c(C)c1
[48] COc1ccc(OC)c(-c2cc(C(=O)NC(Cc3ccccc3)C(=O)NC3CC3)no2)c1 (stereo not given)
compound no.,43,44,45,46,47,48
NPYLR7 agonist,-1,1,2,13,-3,7
hcGAS inh,-8,0,-5,-8,-7,-14
mcGAS inh,nt,0,-4,nt,-6,nt

[49] COCCOc1nc(-c2ccc(F)cc2)n(-c2cccc(NC(=O)c3cccc(F)c3)c2)n1
[50] CCc1nc2ccc(C(=O)NCCCn3ccnc3)cn2c1N(CC)C(=O)CCC1CCCC1
[51] S=C(Nc1ccc2cn[nH]c2c1)NC1CCCCC1
[52] COc1cc(C(=O)Nc2ccc(NC(C)=O)cc2)ccc1C
[53] CCOC(=O)CCNC(=O)NCc1nnnn1-c1cccc(F)c1
[54] Cc1ccc2nc(SC/C=C/c3ccccc3)nc(=O)n2c1
compound no.,49,50,51,52,53,54
NPYLR7 agonist,5,16,1,-1,-5,14
hcGAS inh,5,-4,-2,-18,2,5
mcGAS inh,-4,-4,nt,nt,nt,2

[55] Cc1ccc(CNC(=O)CCC2CCCN(C(=O)c3cccc4nccnc34)C2)o1 (stereo not given)
[56] O=C(c1ccco1)N1C2C=CC(C2)C1(C(F)(F)F)C(F)(F)F (stereo not given)
[57] Cc1oc(-c2ccccc2Cl)nc1CN(Cc1ccccc1)C[C@@H]1CCC(=O)N1
[58] C=C1c2ccccc2C(=O)N1C(C)C(=O)NCc1ccccc1F (stereo not given)
[59] O=C(N[C@H]1CCCCNC1=O)c1cn(CCCc2ccccc2)nn1
[60] CS(=O)(=O)N1Cc2ccccc2CC1C(=O)OCc1nc2ccccc2c(=O)n1CC#N (stereo not given)
compound no.,55,56,57,58,59,60
NPYLR7 agonist,13,2,4,0,7,5
hcGAS inh,-8,2,-5,-4,-8,-8
mcGAS inh,nt,nt,-8,nt,nt,nt

[61] O=C(c1csc(CSc2nnc(-c3cccnc3)n2-c2cccc(C(F)(F)F)c2)n1)N1CCN(c2ccccc2Cl)CC1
[62] CCN(CC)c1nc2ccccc2[nH]1
[63] COc1cn2c(cc1=O)C(=O)N(CCNC(=O)c1cc(=O)c3ccccc3o1)CC2
[64] CN1C(=O)CCC(C(=O)OCC2CC3CCC2C3)C1c1cnn(C)c1 (stereo not given)
[65] Cc1cncc(NC(=O)c2cccc(CN(C)Cc3ccno3)c2)c1
[66] Cc1ccc(-c2nnc(SCc3ccc(C(=O)N4CCCC4)cc3)n2-c2cccc(Cl)c2)cc1
compound no.,61,62,63,64,65,66
NPYLR7 agonist,10,1,14,-1,8,17
hcGAS inh,2,-5,-8,-9,-6,2
mcGAS inh,-3,nt,nt,nt,nt,-3

[67] CCCc1[nH]n(-c2ccccc2)c(=O)c1C1=C(N2CCN(CC)CC2)C(=O)N(c2ccc(OC)cc2OC)C1=O
[68] CC12C(=O)N(n3cnnc3)C(=O)C1C1C=CC2C1 (stereo not given)
[69] CC(C(=O)Nc1cccc(C#N)c1)n1nnc(-c2ccccc2Cl)n1 (stereo not given)
[70] Cc1ccc(N2CCC(=O)N(CC3CC3)C(C(C)C)C2)nn1 (stereo not given)
[71] Cc1nc(SCC(=O)NC(N)=O)n(CC(C)C)c1C
[72] COc1cc(-c2nc3cc(C)ccn3c2NC(C)(C)CC(C)(C)C)ccc1OC(=O)c1ccccc1OC
compound no.,67,68,69,70,71,72
NPYLR7 agonist,22,-5,1,6,0,1&-1
hcGAS inh,-8,-5,-3,-8,-8,-12&-3
mcGAS inh,-9,nt,-10,nt,-7,-5&0

[73] O=C(NCc1ccccc1)N1CCN(c2nccnc2NS(=O)(=O)c2ccc3c(c2)OCCO3)CC1
[74] CCCN(CC1CC1)c1nc(-c2ccccc2C(F)(F)F)nc2ccccc12
[75] CCC(O)CN(Cc1ccccc1)Cc1cccs1 (stereo not given)
[76] CCCCCC(O)c1nnc(Nc2ccccc2)s1 (stereo not given)
[77] O=C1c2ccccc2C(=O)N1CCCCN(C(=O)c1cccs1)c1ccc(F)cc1F
[78] FC(F)(F)c1ccccc1Nc1nc(Cl)nc(Cl)n1
compound no.,73,74,75,76,77,78
NPYLR7 agonist,7,6,-3,-2,-7,-3
hcGAS inh,-2,-1,-3,-1,-2,-9
mcGAS inh,-4,2,1,-6,nt,-4

[79] CC(C)(C)C(=O)Nc1sc2c(c1C#N)CCC2
[80] Cc1[nH]c2ccc(CNC(=O)c3cnc(CN4CCCC4)s3)cc2c1C
[81] Cc1nn(-c2nc(C)c(C)c(=O)[nH]2)c(C)c1CCC(=O)Nc1ccc(C(C)C)cc1
[82] O=C(Cc1cccc(O)c1)N1CCc2cnccc21
[83] CC(=O)Oc1ccccc1C(=O)N1CCC(c2nc(-c3ccccc3F)no2)CC1
[84] Cc1ccc(-c2ccc3[nH]c(=O)[nH]c(=O)c3c2)c(-n2cccn2)c1
compound no.,79,80,81,82,83,84
NPYLR7 agonist,-3,6,7,-1,-5,33
hcGAS inh,-5,0,-9,-21,-7,-7
mcGAS inh,nt,nt,nt,nt,-7,nt

[85] O=C(CSc1nnc(-c2ccccc2Cl)n1-c1ccccc1Cl)c1cccc([N+](=O)[O-])c1
[86] CCc1noc(CN(CC)C(=O)C(c2cccc(C)c2)N(C)C)n1 (stereo not given)
[87] CCOc1ccc(-c2nc(Cn3ccn4nc(-c5ccc(C)c(C)c5)cc4c3=O)c(C)o2)cc1
[88] O=C(O)C=CC(=O)NNC(=S)NCc1ccco1
compound no.,85,86,87,88
NPYLR7 agonist,2,7,-1,-1
hcGAS inh,2,-5,-5,-3
mcGAS inh,-4,nt,-9,nt

# Of the compounds above, 14 contain an aryl methoxy group:
[5] C=CCN1CC(c2nc3ccccc3n2CCOc2ccc(OC)cc2)CC1=O (stereo not given)
[6] COc1cccc(-c2cc3c(Nc4ccc(O)cc4)nccc3[nH]2)c1
[8] COc1ncc(C(=O)N2CCCC(CCc3ccc(F)cc3)C2)cn1 (stereo not given)
[10] COc1ccc(C2NC(=O)NC(C)=C2C(=O)OC2CCCC2C)cc1 (stereo not given)
[16] COc1cccc(CNC(=O)c2ccc(-c3ccc4c(c3)OCCO4)s2)c1OC
[23] COc1ccc(C(=O)N2CCN(CCc3ccccc3)CC2)c(O)c1
[27] COc1cccc2cc(-c3nc4ccccc4[nH]3)c(=Nc3ccc(C)cc3)oc12
[36] COc1cc2c(cc1OC)C(CC#N)N(C(=O)c1sc3cc(F)ccc3c1Cl)CC2 (stereo not given)
compound no.,5,6,8,10,16,23,27,36
NPYLR7 agonist,1,-1,7,-7,3,2,-7,-5
hcGAS inh,-1,5,-5,-4,-9,0,-11,1
mcGAS inh,-1,1,-13,-5,-7,nt,nt,0

[45] CCCN(CC(=O)N(CCc1ccc(OC)c(OC)c1)Cc1sccc1C)S(=O)(=O)/C=C/c1ccccc1
[48] COc1ccc(OC)c(-c2cc(C(=O)NC(Cc3ccccc3)C(=O)NC3CC3)no2)c1 (stereo not given)
[52] COc1cc(C(=O)Nc2ccc(NC(C)=O)cc2)ccc1C
[63] COc1cn2c(cc1=O)C(=O)N(CCNC(=O)c1cc(=O)c3ccccc3o1)CC2
[67] CCCc1[nH]n(-c2ccccc2)c(=O)c1C1=C(N2CCN(CC)CC2)C(=O)N(c2ccc(OC)cc2OC)C1=O
[72] COc1cc(-c2nc3cc(C)ccn3c2NC(C)(C)CC(C)(C)C)ccc1OC(=O)c1ccccc1OC
compound no.,45,48,52,63,67,72
NPYLR7 agonist,2,7,-1,14,22,1&-1
hcGAS inh,-5,-14,-18,-8,-8,-12&-3
mcGAS inh,-4,nt,nt,nt,-9,-5&0

# Compound activity deposited in PubChem by Fisher Drug Discovery Resource Center.
